Compound activity: PubChem, several laboratories
PTPN22 act: LYP (human) phosphatase activation. Q9Y2R2. recombinant LYP, DiFMUP fluorescence; 0 = plate median, 100 = signal doubled. activation, % at 2 µM. hit rate 0.11% among 96,000;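 active = activation at 2 µM above a set limit, the mean plus 5 SD, cut at about 37% in these data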
CYP2C9 inh: blocks human cytochrome P450 2C9 | P11712 | CYP2C9 Supersomes, luciferin-H conversion, luminescence | inhibition, % at 5 µM | hit rate 20% among 96,000 | AID 777;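 active = blocking of liver enzyme CYP2C9 beyond about 50% at 5 µM, limit read from the data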; also: values of inactives mirror those of a sister screen read the other way
Calb biofilm kill: kills Candida albicans biofilms | C. albicans biofilm + clotrimazole, Alamar Blue | inhibition, % at 6 µM | hit rate 0.14% among 85,000;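 active = inhibition above 20%; inactive = inhibition below 20%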;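 also: preformed 24 hr biofilms exposed to compound for 48 hr; 0% = biofilm without compound and 100% = blank killed by clotrimazole plus chlorhexidine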
CYP2C9 act: increases human cytochrome P450 2C9 activity | P11712 | recombinant CYP2C9, luciferin-H conversion, luminescence; hits give high values; factor 1 = untreated enzyme, 0 = blocked | activation factor at 5 µM | hit rate 1.4% among 96,000 | AID 1024;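 active = activation factor of 2 or more for CYP2C9 at a 5 µM dose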;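 also: 0 = sulfaphenazole-blocked wells and 1 = vehicle-only wells; values of inactives mirror those of a sister screen read the other way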
PTPN22 inh 2: inhibitors of human LYP (PTPN22) phosphatase; Q9Y2R2; recombinant LYP catalytic domain, DiFMUP fluorescence; inhibition, % at 2 µM; hit rate 0.21% among 96,000;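 active = inhibition at 2 µM at or above a set limit, the screen mean plus 3 SD, cut at about 24% in these data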;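 also: 0% = DMSO with enzyme and 100% = enzyme fully blocked by orthovanadate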
PLK1 kinase inh: blocks human PLK1 kinase activity | P53350 | recombinant PLK1 kinase, TR-FRET peptide phosphorylation | inhibition, % at 10 µM | hit rate 0.53% among 97,000;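 active = inhibition of 50% or more in the single-concentration screen; inactive = inhibition below 50%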;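 also: 0% = DMSO max control and 100% = H-89 dihydrochloride min control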
EphB4 ephrin blk: EphB4-ephrin-B2 interaction antagonism | inhibition, % at 7 µM | P54760 | hit rate 0.15% among 97,000 | EphB4 LBD / TNYL-RAW-Alexa532 peptide, fluorescence polarization;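 active = inhibition above the screen-wide mean inhibition plus 3 SD, cut at about 15% in these data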;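 also: 0% = DMSO wells and 100% = excess unlabeled TNYL-RAW peptide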
Target sequence (P54760 whole entry, looked up, the tested form may be a part): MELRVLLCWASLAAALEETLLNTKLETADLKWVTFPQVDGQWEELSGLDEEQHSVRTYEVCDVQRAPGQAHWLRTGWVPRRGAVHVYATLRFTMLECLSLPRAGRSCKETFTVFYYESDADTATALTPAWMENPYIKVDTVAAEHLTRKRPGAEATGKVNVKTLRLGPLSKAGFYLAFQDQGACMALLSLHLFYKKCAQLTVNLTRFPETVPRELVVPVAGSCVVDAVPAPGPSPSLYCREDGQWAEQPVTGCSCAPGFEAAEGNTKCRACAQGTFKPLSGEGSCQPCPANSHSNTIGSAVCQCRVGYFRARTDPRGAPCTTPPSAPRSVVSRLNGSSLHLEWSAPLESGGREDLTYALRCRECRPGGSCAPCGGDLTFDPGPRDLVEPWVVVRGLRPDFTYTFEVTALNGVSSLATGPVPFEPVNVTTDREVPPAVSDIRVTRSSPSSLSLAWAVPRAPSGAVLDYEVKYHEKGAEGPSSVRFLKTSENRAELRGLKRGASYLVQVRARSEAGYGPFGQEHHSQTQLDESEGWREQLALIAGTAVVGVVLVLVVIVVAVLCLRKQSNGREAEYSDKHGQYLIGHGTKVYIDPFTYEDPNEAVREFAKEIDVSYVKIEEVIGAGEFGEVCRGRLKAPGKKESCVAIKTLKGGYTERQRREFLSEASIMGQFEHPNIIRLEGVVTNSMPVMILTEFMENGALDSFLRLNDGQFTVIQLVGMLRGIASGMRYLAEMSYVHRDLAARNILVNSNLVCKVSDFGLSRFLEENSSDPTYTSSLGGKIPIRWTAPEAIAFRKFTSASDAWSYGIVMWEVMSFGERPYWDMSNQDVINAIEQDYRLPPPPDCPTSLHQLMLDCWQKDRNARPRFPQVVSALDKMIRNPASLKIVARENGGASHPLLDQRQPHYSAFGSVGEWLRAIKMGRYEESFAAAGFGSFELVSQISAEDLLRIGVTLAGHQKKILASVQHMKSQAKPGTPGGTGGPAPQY
HIV Rev-RRE inh: HIV Rev-RRE protein-RNA interaction inhibition | inhibition, % at 8 µM | hit rate 0.79% among 97,000 | Rev peptide-RRE RNA binding, FRET | AID 704;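 active = inhibition above the screen-wide mean plus 3 SD, cut at about 35% in these data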;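 also: 0% = median DMSO wells and 100% = median Neomycin B control wells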
Target sequence (P05866 whole entry, looked up): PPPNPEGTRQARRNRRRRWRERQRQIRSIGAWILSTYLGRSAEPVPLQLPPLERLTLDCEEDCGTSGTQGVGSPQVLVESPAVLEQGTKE
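assay system = Cy5-tagged RRE RNA duplex with fluorescein-tagged Rev peptide | incubation = 5 + 15 min at 25 °C | also added = labelled Rev peptide | measure = % inhibition of FRET ratio versus controls | benchmarks = DMSO wells as 0% and neomycin B wells as 100% inhibition | measured by = FRET fluorescence readout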
Plk1 PBD FP: inhibitors of human Plk1 polo box domain binding. Plk1 PBD phosphopeptide binding, fluorescence polarization. hit rate 0.13% among 97,000. inhibition, %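 (tested at about 20 µM)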; in the data active = inhibition above about 34%, passing the limit was not always enough
Active calls of the source: *; nt = no result given. The order is random; any-hit rate near 20%.

SMILES	PTPN22 act	CYP2C9 inh	Calb biofilm kill	CYP2C9 act	PTPN22 inh 2	PLK1 kinase inh	EphB4 ephrin blk	HIV Rev-RRE inh	Plk1 PBD FP
O=C1C2C3C=CC(C3=C3CCCCC3)C2C(=O)N1Cc1ccccc1 (stereo not drawn)	5.8	55.2*	6.1	0.4	-8.4	-11.3	-3.8	8.3	-12.7
Cc1ccc(C2/C(=C(/O)c3ccc(Cl)cc3)C(=O)C(=O)N2CC2CCCO2)o1 (stereo not drawn)	-1.0	27.3	6.8	0.7	0.0	-9.3	-1.5	3.5	-3.0
CCN(CC)S(=O)(=O)c1ccc(Cc2ncc(C(F)(F)F)cc2Cl)s1	6.5	59.1*	1.8	0.4	-4.8	-0.3	8.0	9.6	-42.1
CCCCn1nnc(NC(=O)Cc2ccc(Cl)cc2)n1	-10.5	-3.9	6.3	1	11.9	-10.0	0.6	-2.2	-12.7
Cc1ccc(S(=O)(=O)/N=C(/NC(=S)Nc2cccc(C)c2)c2ccccc2)cc1	2.0	40.0	nt	0.6	0.9	-0.5	-4.4	-0.8	10.5
CCN(CC)CCNC(=O)c1ccccc1N	10.4	56.2*	5.5	0.4	-8.9	-14.1	2.4	7.6	-26.1
COC(=O)N1CC(=O)N(OC)C1c1ccc(Cl)cc1Cl (stereo not drawn)	12.3	-6.7	2.2	1.1	-13.0	11.2	-5.7	-3.3	12.1
COc1ccc(CN(C(=O)c2cccs2)c2nccs2)cc1OC	-2.7	99.0*	2.7	0	2.4	-11.6	0.0	-1.7	7.4
Cc1ccc2c(CC(=O)NCc3ccco3)coc2c1C	-0.7	-53.8	2.8	1.5	-2.6	-3.6	6.1	7.1	-25.3
CSc1ccccc1NC(=O)c1ccc(Br)o1	-1.4	-9.3	nt	1.1	4.1	-7.9	4.9	8.5	-14.6
O=C(C1CCCN1C(=O)c1cccs1)N1CCN(Cc2ccc3c(c2)OCO3)CC1 (stereo not drawn)	-1.9	nt	9.5	nt	0.3	-13.0	5.5	4.1	-19.9
COc1ccccc1NC(=O)N1CCCC1C(=O)NC1CCCCC1 (stereo not drawn)	9.5	-7.2	6.2	1.1	-13.0	-17.4	0.9	2.6	-1.7
c1cnc(Oc2ccc(-c3nnco3)cc2)cn1	-3.6	15.2	nt	0.8	3.0	-11.7	7.0	12.6	-3.0
CC(C)CCn1c(SCC(N)=O)nc2c1c(=O)n(C)c(=O)n2C	-1.2	-1.9	11.1	1	-1.0	-7.2	0.7	8.5	-5.5
O=C1CN(C(=O)COC(=O)C23CC4CC(CC(O)(C4)C2)C3)c2ccccc2N1	7.5	-20.9	9.2	1.2	-5.0	0.8	3.1	6.4	-16.2
COc1cc2c(cc1OC)C(c1ccncc1)CC(=O)N2 (stereo not drawn)	12.1	34.4	6.1	0.7	-14.6	-9.3	-5.4	1.4	6.4
O=C(Nc1cc(C(=O)N2CCCC2)ccc1N1CCCC1)C1CC1	8.4	nt	10.4	nt	-6.2	-11.1	0.7	4.2	4.2
Cc1ccnc(N2CCC(C(=O)Nc3ccc(Oc4ccccc4)cc3)CC2)n1	0.7	27.4	-0.4	0.7	-3.2	-17.9	-6.7	6.9	-13.3
O=C(Nc1nnc(C(F)(F)F)s1)c1ccc(N2C(=O)C3C4C=CC(C4)C3C2=O)cc1 (stereo not drawn)	0.9	29.5	-4.0	0.7	-0.4	2.9	-3.2	-6.1	-23.8
O=S(=O)(N/N=C/c1c(F)cccc1Cl)c1ccccc1	-2.0	20.7	nt	0.8	5.8	-8.9	4.8	6.5	33.3
CCOC(=O)CSc1nnc(CNC(=O)c2cccc(C)c2)n1-c1ccccc1OC	26.7	5.1	7.0	0.9	-30.8	2.4	-5.7	1.8	7.8
Cc1cc(C)c(C)c(S(=O)(=O)N2CCN(C(=O)c3cc(=O)[nH]c4ccccc34)CC2)c1C	-6.7	38.7	3.9	0.6	9.9	-6.0	-3.0	-2.4	-26.0
COC(=O)c1sc2ncccc2c1OCc1c(Cl)cccc1Cl	-5.7	34.8	nt	0.7	4.8	-4.2	-0.7	4.4	-4.8
Cc1cc2c(cc1C)N(C(=O)CN1C(=O)c3ccccc3C1=O)C(C)(C)c1ssc(=S)c1-2	-1.7	78.2*	nt	0.2	2.3	-6.0	-1.4	-3.0	13.7
COc1ccccc1NC(=O)N1CCCC1C(=O)NCc1ccccc1 (stereo not drawn)	-0.2	-26.7	nt	1.3	0.2	-5.0	1.8	9.5	-4.7

The last 6 entries of the section before open the next one.
SMILES	PTPN22 act	CYP2C9 inh	Calb biofilm kill	CYP2C9 act	PTPN22 inh 2	PLK1 kinase inh	EphB4 ephrin blk	HIV Rev-RRE inh	Plk1 PBD FP
O=S(=O)(N/N=C/c1c(F)cccc1Cl)c1ccccc1	-2.0	20.7	nt	0.8	5.8	-8.9	4.8	6.5	33.3
CCOC(=O)CSc1nnc(CNC(=O)c2cccc(C)c2)n1-c1ccccc1OC	26.7	5.1	7.0	0.9	-30.8	2.4	-5.7	1.8	7.8
Cc1cc(C)c(C)c(S(=O)(=O)N2CCN(C(=O)c3cc(=O)[nH]c4ccccc34)CC2)c1C	-6.7	38.7	3.9	0.6	9.9	-6.0	-3.0	-2.4	-26.0
COC(=O)c1sc2ncccc2c1OCc1c(Cl)cccc1Cl	-5.7	34.8	nt	0.7	4.8	-4.2	-0.7	4.4	-4.8
Cc1cc2c(cc1C)N(C(=O)CN1C(=O)c3ccccc3C1=O)C(C)(C)c1ssc(=S)c1-2	-1.7	78.2*	nt	0.2	2.3	-6.0	-1.4	-3.0	13.7
COc1ccccc1NC(=O)N1CCCC1C(=O)NCc1ccccc1 (stereo not drawn)	-0.2	-26.7	nt	1.3	0.2	-5.0	1.8	9.5	-4.7
Cc1ccccc1NC(=O)CSc1[nH]c(=O)cc(C)c1C#N	3.5	80.6*	9.2	0.2	-4.2	5.0	6.9	1.3	-2.0
CN1CCN(CC(=O)N2c3ccccc3C(C)(c3ccc(Cl)cc3)CC2(C)C)CC1 (stereo not drawn)	5.7	-0.4	3.4	1	-3.9	0.8	3.7	5.3	-1.9
Cc1ccc(S(=O)(=O)N2CCN(CC(=O)NC3CCCc4ccccc43)CC2)c(C)c1 (stereo not drawn)	-3.9	-3.9	nt	1	2.4	-3.8	-2.1	1.9	-36.6
O=C1C2C3c4ccccc4C(c4ccccc43)C2C(=O)N1/N=C/c1cccc(O)c1 (stereo not drawn)	11.1	-1.1	nt	1	-11.6	-6.8	1.5	1.9	-21.8
CCOC(=O)N1CCC2(O)CCCCC2C1c1ccc(F)cc1 (stereo not drawn)	0.3	9.4	9.6	0.9	3.5	-15.2	4.0	6.1	0.9
Cc1cc(S(=O)(=O)NC2CCCCC2)ccc1OCC(=O)NCc1cccnc1	7.9	81.1*	2.3	0.2	-9.7	-6.4	6.8	6.9	26.7
CC(C)[C@H](NC(=O)NCCc1ccc(F)cc1)C(=O)O	-0.7	11.0	5.0	0.9	-0.5	3.2	0.3	6.8	-26.5
COc1cc(NC2c3ccccc3C(=O)N2Cc2ccc3c(c2)OCO3)cc(OC)c1OC (stereo not drawn)	-4.2	64.4*	7.8	0.4	3.5	-1.2	2.2	-1.5	-22.3
O=C(/C=C/c1cccs1)c1cc(Cl)ccc1OC(=O)N1CCOCC1	2.4	28.1	nt	0.7	1.5	-8.1	-8.8	1.8	0.2
CCCC(CCC)C(=O)Nc1c[nH]c(=O)[nH]c1=O	-2.2	-20.7	0.5	1.2	-0.7	-7.7	4.7	7.1	-6.0
NC(=O)C1CCN(C(=O)CSc2nc3ccccc3[nH]2)CC1	-14.8	7.2	nt	0.9	11.1	-5.9	1.2	8.8	-8.6
Cc1ccc(-n2nnnc2SCC(=O)NNC(=O)c2ccco2)c(C)c1	-3.2	-53.3	nt	1.5	5.8	-12.2	4.8	3.1	9.2
CN1CCc2nc(NC(=O)c3cccc(S(=O)(=O)N4CCc5ccccc54)c3)sc2C1	-5.9	26.9	5.4	0.7	3.3	-6.0	5.3	26.0	-18.5
CCN(CC)S(=O)(=O)c1ccc(C(=O)NCc2n[nH]c(=S)n2Cc2ccccc2)cc1	-15.4	13.9	nt	0.9	14.1	3.7	0.2	1.8	-10.9
CC1CC(C)CN(c2nc3c(c(=O)[nH]c(=O)n3C)n2CCCSc2nc3ccccc3s2)C1 (stereo not drawn)	-6.1	nt	4.6	nt	8.0	-10.3	2.5	5.9	-6.6
O=C(CSc1nc2cc(Cl)ccc2o1)NCCc1ccccc1	0.9	65.1*	5.5	0.3	2.5	-4.3	2.4	13.3	-2.5
CCCCCCc1nc2ccccc2c(=O)n1N	4.3	20.9	-7.6	0.8	-7.1	-10.6	-2.3	0.4	4.7
Cc1c(Cl)cccc1NC(=O)c1cccc(OC(F)F)c1	20.6	-0.3	nt	1	-25.8	-11.7	2.1	3.9	-45.9
CC(C)c1nnc(NC(=O)c2cnccn2)s1	-0.1	12.6	3.6	0.9	-0.2	-14.0	0.2	1.7	9.5
COc1ccc(-c2c(C)n([O-])c(C)c(C)[n+]2=O)cc1OC	-7.4	-7.2	2.0	1.1	4.7	-12.8	-1.2	6.0	5.8
CC(NC(=O)Nc1cccnc1)(C(F)(F)F)C(F)(F)F	-2.0	-12.9	6.4	1.1	-1.4	-23.9	0.9	5.9	-3.3
Cc1cc(NC(=O)c2ccc3c(c2)C(=O)N(C)C3=O)no1	8.6	-3.9	-9.4	1	-5.4	-8.1	10.2	10.6	15.6
CC(C)C(=O)Nc1nnc(CCN2CCOCC2)s1	27.5	-15.3	4.5	1.2	-26.4	-1.1	-3.7	4.1	-18.5
Cc1ccc(CNC(=O)CN2CCCC(C)C2)cc1 (stereo not drawn)	4.4	-6.9	nt	1.1	-4.5	-14.2	5.8	-1.2	15.5
Cc1cc(C)nc(SCC(=O)Nc2sc3c(c2C#N)CCC(C)C3)n1 (stereo not drawn)	-11.5	nt	1.6	nt	11.9	-7.7	3.2	13.4	-21.9

Later entries
SMILES	PTPN22 act	CYP2C9 inh	Calb biofilm kill	CYP2C9 act	PTPN22 inh 2	PLK1 kinase inh	EphB4 ephrin blk	HIV Rev-RRE inh	Plk1 PBD FP
COCc1nnc(NC(=O)CCCOc2ccccc2)s1	2.3	46.3	-4.7	0.5	-5.3	2.5	4.8	5.4	0.5
O=C(c1ccc(Br)o1)N1CCN=C1SCc1cccnc1	8.7	64.2*	3.0	0.4	-12.4	-11.5	-6.7	0.2	-7.9
O=C(Nc1ccc(N2CCOCC2)c(Cl)c1)c1cccc(F)c1	-5.6	-4.6	6.6	1	7.2	-4.8	0.9	4.2	-11.7
COCCN(C(=O)COc1ccc(Cl)cc1)c1nnc(-c2cccnc2)s1	-3.9	nt	8.9	nt	4.5	-25.4	-1.2	11.0	-11.5
COCC(C)n1c(C)cc(C(=O)COC(=O)c2oc3ccccc3c2C)c1C (stereo not drawn)	-4.6	-44.2	7.4	1.4	3.3	-8.5	-11.1	-2.5	4.8
Cc1nc(SCC(=O)N2CC(=O)Nc3ccccc32)c2c(C)c(C)sc2n1	-2.6	55.2*	nt	0.4	4.7	-0.8	4.2	3.4	-9.1
Cc1cc(OCCn2cc(/C(N)=N/O)c3ccccc32)ccc1Cl	4.8	28.9	nt	0.7	-7.0	-11.8	9.6	0.3	-25.3
CC(C)CCn1c(=O)c2ccccc2c2ccccc2c1=O	2.4	80.0*	2.5	0.2	-0.4	-0.3	-2.3	20.9	-28.3
